Assay outcomes: PubChem, NCI
NCI-60 one-dose screen, 48 h, at 10 µM unless noted. Numbers give growth in % (100 = growth as untreated, 0 = no growth, -100 = all killed).
ACHN: ACHN renal cancer | hit rate 4.9% among 81,000
A498: A498 renal cancer cells; AID 1794774; hit rate 5.4% among 76,000
OVCAR-5: OVCAR-5 ovarian cancer; hit rate 2.9% among 82,000; AID 1794783
OVCAR-8: OVCAR-8 ovarian cancer | AID 1794782 | hit rate 4.4% among 81,000
OVCAR-3: OVCAR-3 ovarian cancer; AID 1794787; hit rate 7% among 79,000
RXF 393: RXF 393 renal cancer cells; hit rate 6.9% among 77,000; AID 1794773
TK-10: TK-10 renal cancer cells; hit rate 3.9% among 81,000; AID 1794769
CAKI-1: CAKI-1 renal cancer. hit rate 4.7% among 75,000
Active calls of the source: *; . = no result given; & = joins results of further samples; ! = repeats disagree. The calls were made as follows: active = growth percent below 10; inactive = the rest.

SMILES	ACHN	A498	OVCAR-5	OVCAR-8	OVCAR-3	RXF 393	TK-10	CAKI-1
COc1cc2c(cc1OCCCN1CCN(CCCOc3cc4c(cc3OC)C(=O)N3CCC[C@H]3C=N4)CC1)C=CC(C)(C)O2	4.2*	-100*	-81*	-57*	-76*	-92*	-84*	-71*
Cc1cc(C)nc(N)n1	103	104	98	106	116	114	104	106
COc1ccc(-c2nc3cc(-c4nnc(C)o4)ccc3n2C2CCCCC2)cc1	108	98	118	103	105	130	117	102
COc1ccc2nc3sc(C(=O)Nc4ccc(C(=O)/C=C/c5ccccc5)cc4)cc3cc2c1	103	100	102	99	104	108	104	95
CNC[C@H](O)c1cccc(O)c1	92	138	.	104	.	138	94	96
Fc1cc(F)cc(C(c2c[nH]c3ccccc23)c2c[nH]c3ccccc23)c1	88	72	89	102	112	115	144	91
Cc1nc2sccn2c(=O)c1CCN1CCC(=C(c2ccc(F)cc2)c2ccc(F)cc2)CC1	97	88	96	94	116	111	99	93
CCOC(=O)C12CCCC1=CC(=O)CC2 (stereo not drawn)	106	110	96	97	116	113	128	103
CC(C)(C)c1ccc(O)c(C2CCCCC2)c1	103	107	101	96	110	91	92	116
CCN(CC)c1ccc(N=Nc2ccc(C)cc2)cc1	95	.	95	.	.	108	98	.
COCCOC(=O)NC(=O)Nc1ccc(C(=O)c2ccc(Cl)cc2)cc1	43	19	91	40	6.8*	40	53	33
CCOC(=O)c1sc2ncnc(Nc3ccc4c(cnn4C(=O)Nc4ccccc4)c3)c2c1C	88	.	99	52	68	55	79	84
CCCCn1c(=O)c(/C=C/C(=O)/C=C(O)/C=C/c2cc3ccccc3n(CCCC)c2=O)cc2ccccc21	93	94	104	94	99	91	98	85
O=C1C=CC(=CC=C2N(Cc3ccc4ccccc4c3)c3ccccc3N2Cc2ccc3ccccc3c2)C=C1	79&77	109&106	47&37	25&20	-1.5*!	31&32	74&64	71&78
O=S(=O)(c1cccc2ccccc12)N1CCN(c2nccc(-c3c(-c4cccc(F)c4)nc4sccn34)n2)CC1	74	.	96	86	91	83	83	52
COc1ccc(NC(=O)c2ccc(/C=C/C(=O)c3ncc[nH]3)cc2)cc1	86	87	107	65	31	77	89	.
O=Cc1cc2ccccc2nc1Oc1ccc(C(F)(F)F)cc1	88	.	99	91	97	92	98	63
Cn1ccnc1C(=O)/C=C/c1ccc(NC(=O)Nc2ccccc2)cc1	27	.	15	-1.2*	6.4*	-5.3*	86	32
O=c1oc2ccc(I)cc2c(=O)n1-c1ccc(F)cc1F	20	-44*	40	13	2.1*	11	12	-18*
CC1=Nc2nc(=NCCCN(C)C)nc3cccc(n23)N1	106	113	119	106	124	105	96	91
CCCCOC(=O)c1ccc(O)cc1	104&107&86	105&113&101	101&102&112	95&105&97	105&112&90	109&87&94	99&106&110	97&102&84
OC1CCN(CCCOc2c3ccccc3nc3c2oc2ccc(Cl)cc23)CC1	5.6*	-8.3*	21	19	28	-11*	.	13
CCCCCCNC(=O)Oc1ccc(/C(=C(/C)c2ccc(Cl)cc2)c2ccc(OCCN3CCCC3)cc2)cc1	37	.	68	57	23	9.2*	86	55
NC(=O)c1c(NC(=O)c2ccccn2)sc2c1CCC(=O)C2	5.9*	86	21	14	7.9*	21	38	-2.1*
O=C1c2ccccc2C(=O)N1c1ccc2oc(=O)ccc2c1	95	86	97	102	.	108	105	86

Full records, looked up by structure. Order of values: ACHN | A498 | OVCAR-5 | OVCAR-8 | OVCAR-3 | RXF 393 | TK-10 | CAKI-1
O=c1oc2ccc(I)cc2c(=O)n1-c1ccc(F)cc1F across the screens: 20 | -44* | 40 | 13 | 2.1* | 11 | 12 | -18*
CC1=Nc2nc(=NCCCN(C)C)nc3cccc(n23)N1 across the screens: 106 | 113 | 119 | 106 | 124 | 105 | 96 | 91
Cn1ccnc1C(=O)/C=C/c1ccc(NC(=O)Nc2ccccc2)cc1 across the screens: 27 | . | 15 | -1.2* | 6.4* | -5.3* | 86 | 32
CNC[C@H](O)c1cccc(O)c1 across the screens: 92 | 138 | . | 104 | . | 138 | 94 | 96
OC1CCN(CCCOc2c3ccccc3nc3c2oc2ccc(Cl)cc23)CC1 across the screens: 5.6* | -8.3* | 21 | 19 | 28 | -11* | . | 13

(more compounds)
SMILES	ACHN	A498	OVCAR-5	OVCAR-8	OVCAR-3	RXF 393	TK-10	CAKI-1
CCCNC(=O)/C(=C/c1c[nH]c2ccccc12)NC(=O)/C=C/c1ccccc1	102	93	116	101	104	106	101	98
Cc1nn(-c2ccccc2)c2c1C(c1ccccc1)CC(=O)N2 (stereo not drawn)	102	93	98	99	112	104	116	118
COC(=O)C(CO)c1ccccc1 (stereo not drawn)	102	.	105	103	108	114	93	.
O=C(Nc1nc(-c2ccc(Cl)cc2)cc(-c2ccccc2Cl)n1)c1cccnc1	103	94	85	99	110	92	119	76
Clc1ccc(N(CC2CO2)CC2CO2)cc1 (stereo not drawn)	91	.	102	86	103	102	97	72
COc1cc(CNS(=O)(=O)c2ccc(C)cc2)ccc1OCc1cn(-c2cccc(C(F)(F)F)c2)nn1	102	67	89	106	107	98	113	86
O=C(Cn1cc[n+](CC(=O)c2ccc(Cl)cc2)c1)Nc1cccc2cccnc12	98	107	103	98	81	97	145	89
CC(=O)OCC1OC(Oc2ccc(C(=O)C(=O)N3CCCC3)cc2)C(OC(C)=O)C(OC(C)=O)C1OC(C)=O (stereo not drawn)	99&107	87	90&105	100&99	129&98	94	103&120	108&112
O=C(CCNC(=O)c1nc(-c2ccccc2)n(-c2ccc(Cl)cc2)n1)NO	100	114	96	108	99	100	94	97
CC/C(=C(/c1ccc(Cl)cc1)c1ccc(OCCCN(C)C)cc1)c1ccc(OC)cc1	84	76	73	74	69	53	67	82
CCOC(=O)c1cnn2c(-c3ccccc3O)nc(SCC)nc12	103	69	101	65	93	99	98	.
C=CCc1cc(C(CC)(C(=O)CC)c2ccc(O)c(CC=C)c2)ccc1O	70	74	95	76	73	80	91	.
COc1ccc(N)c2c1C(=O)c1ccccc1C2=O	97	93	103	96	115	96	102	74
CCc1ccccc1NC(=O)N1CCOCC1	101	96	103	110	118	105	115	100
O=C1N/C(=N\c2ncn[nH]2)S/C1=C\c1cccs1	96	107	98	85	93	108	143	89
c1ccc2c(C3OCC4(CCCCC4)CO3)cccc2c1	100	75	94	.	104	95	113	86
CC(=O)/C(N=O)=C(/C)O	89	102	97	102	109	110	104	117
CCOC(=O)c1c2c(cn1Cc1ccc(OC)c(N)c1)-c1oncc1CC2	90	66	80	96	95	89	94	57
COc1ccc(-c2nn(-c3cccc(Cl)c3)cc2-c2c(C#N)c(N)nc3c2CCCC3)cc1	72	59	90	76	84	63	91	23
C#Cc1cccc(Nc2nc3cc([N+](=O)[O-])ccc3nc2Nc2ccc(O)cc2)c1	9.9*	49	46	18	-26*	55	3.9*	36
COc1ccc(/C=N/Nc2nc3c([nH]2)c(=O)n(C)c(=O)n3C)cc1	.	91	118	117	124	102	83	98
CCN1C2CCC1/C(=C\c1ccc(F)cc1)C1=C2[C@@H](c2ccc(F)cc2)C(C#N)=C(N)O1 (stereo partly drawn)	95	89	100	108	94	90	106	82
CC[N+](C)(C)c1ccccc1	121	109	112	101	110	115	105	106
Cc1nccnc1N1CCCCC1	98&104	112	91&98	108&91	110&111	116&104	99&101	106&95
C=CCSC(C)(C)C(N)=O	104	111	108	105	108	110	95	.

(list continues)
SMILES	ACHN	A498	OVCAR-5	OVCAR-8	OVCAR-3	RXF 393	TK-10	CAKI-1
CCSc1nc(-c2cccc(Br)c2)c(C#N)c(N2CCCCC2)n1	103	93	93	107	117	112	.	112
CN(C)/C(=C/C(=O)c1ccccc1)C(=O)c1ccccc1	92	105	91	100	117	123	101	97
O=C1OC(c2ccccc2)=C/C1=C/c1ccccc1O	112	.	114	98	116	112	111	92
Nc1ccccc1-n1nc2ccc3ccccc3c2n1	93	87	98	87	84	101	97	79
O=C1/C(=C/c2ccccc2)CN(C(=O)c2cccnc2)C/C1=C\c1ccccc1	-16*	65	11	12	-16*	-64*	21	5.9*
O=C(O)c1cc(-c2ccc(Cl)cc2)c2sc(=O)[nH]c2n1	113	91	110	101	110	120	99	97
CCCCc1n(Cc2ccc3ccccc3n2)cc[n+]1Cc1ccc2ccccc2n1	96	7.4*	25	15	9.8*	21	28	.
O=C(Nc1ccccc1F)Nc1ccccc1F	96	113	101	98	99	.	114	80
O=C1OC(c2nc3ccccc3s2)=C/C1=C\c1cccc([N+](=O)[O-])c1	101	106	96	88	60	100	135	80
COC(=O)c1cc(C(=CCC[C@H]2CC[C@@]3(C)C(CC[C@@H]4C3CC[C@@]3(C)C4CC[C@@H]3[C@H](C)CCCC(C)C)C2)c2cc(Cl)c(OC)c(C(=O)OC)c2)cc(Cl)c1OC (stereo partly drawn)	104	80	104	104	110	97	125	95
COc1ccc(Oc2nc(Nc3ccc(N4CCOCC4)cc3)ncc2NC(=O)c2cccc(SC)c2)cc1	79	80	121	96	91	30	101	71
COc1ccc(/C=C/c2cc(N3CCOCC3)c3cc(Cl)c(Cl)cc3n2)cc1OC	104	94	111	98	.	99	95	101
Cn1cc(-c2ccc(-c3cn(C)c4ncccc34)s2)c2cccnc21	105	87	110	91	98	108	91	87
Cc1ccc(/C=C(/C(=O)c2ccccc2)c2ccccc2)cc1	105	106	110	90	95	.	.	93
O=C(CSc1nnc(-c2ccc(Cl)cc2)n1-c1ccccc1)Nc1cccc(Cl)c1	9.9*	96	72	62	82	71	75	65
Cc1cn(-c2cc(NC(=O)c3ccc(C)c(Nc4nccc(-c5cnccn5)n4)c3)cc(C(F)(F)F)c2)cn1	84	106	79	47	103	129	102	98
O=C(N/N=C/c1cccc(Oc2ccccc2)c1)c1ccc(Br)o1	102	114	107	30	110	92	140	85
O=c1cc[nH]cc1[N+](=O)[O-]	99	102	105	97	107	109	103	104
CN(C)c1ccc(/C=N/NC(=O)COc2cc(=O)n(C)c3ccccc23)cc1	91	104	94	103	112	93	119	84
O=C(O)Cn1c(O)c(C2=c3cc(-c4ccccc4)ccc3=NC2=O)sc1=O	101	85	97	98	104	107	104	.
CC1CCC(=O)N1C (stereo not drawn)	104	102	97	100	115	109	102	89
COc1ccc2[nH]c(=O)cc(-n3nncc3Cn3c4ccccc4c4ccccc43)c2c1	111	70	111	101	107	.	106	97
CC(=O)Oc1c(C2=NN(C(C)=O)C(c3ccc(F)cc3)O2)sc2nnc(-c3ccccc3)c(-c3ccccc3)c12 (stereo not drawn)	98	.	95	90	93	93	107	87
CCNc1cc2c(cc1Br)-c1ccccc1C2=O	98	93	115	90	92	105	104	75
CC(C)[C@H]1NC(=O)[C@@H](CCCCn2cnnn2)NC(=O)[C@H](Cc2c[nH]c3ccccc23)NC(=O)[C@@H](Cc2ccc(O)cc2)NC(=O)[C@H](NC(=O)[C@@H](N)Cc2ccccc2)CSSC[C@H](C(=O)N[C@@H](Cc2c[nH]c3ccccc23)C(N)=O)NC1=O	98	105	89	110	100	98	102	95

In the list so far, 3 have a cyano group.
SMILES	ACHN	A498	OVCAR-5	OVCAR-8	OVCAR-3	RXF 393	TK-10	CAKI-1
COc1ccc(-c2nn(-c3cccc(Cl)c3)cc2-c2c(C#N)c(N)nc3c2CCCC3)cc1	72	59	90	76	84	63	91	23
CCN1C2CCC1/C(=C\c1ccc(F)cc1)C1=C2[C@@H](c2ccc(F)cc2)C(C#N)=C(N)O1 (stereo partly drawn)	95	89	100	108	94	90	106	82
CCSc1nc(-c2cccc(Br)c2)c(C#N)c(N2CCCCC2)n1	103	93	93	107	117	112	.	112

Next compounds:
SMILES	ACHN	A498	OVCAR-5	OVCAR-8	OVCAR-3	RXF 393	TK-10	CAKI-1
CC(C)CNC(=O)/C=C/c1ccc2c(c1)OCO2	94	101	97	95	107	110	116	86
Cc1ccc(/C=C(/C#N)c2nc3ccccc3s2)cc1	94	84	110	94	110	115	96	88
COc1ccc(-c2c3c(nc4ncnc(N)c24)C(C)CCC3)cc1 (stereo not drawn)	91	133	87	100	113	80	119	.
COc1ccc2c3c([nH]c2c1)C(=O)c1nc(C)ccc1C3=O	35	68	85	48	-14*	70	109	52
O=C(/C=C/c1cccc(O)c1)Oc1ccc(/C=C/c2cc(OC(=O)/C=C/c3cccc(O)c3)cc(OC(=O)/C=C/c3cccc(O)c3)c2)cc1	.	102	101	81	98	112	97	.
COc1ccc(-c2c(C#N)c(-c3ccco3)nc3c2c(-c2ccccc2)nn3-c2ccccc2)cc1OC	95	103	96	101	123	107	99	90
CCC/C=C(\CC)C(=O)OCC1CC=CCC1C (stereo not drawn)	101	100	102	104	102	108	108	99
Cc1cccc(NC(=O)Nc2ccc3[nH]c(=O)c(=O)[nH]c3c2)c1	97	100	104	96	117	104	99	94
CCCC(O)c1ccccc1C (stereo not drawn)	109	93	114	102	109	117	104	102
Cc1cc(S(=O)(=O)NO)c(N)cc1Cl	100	82	118	100	109	149	116	94
COc1ccc(N=Nc2c(N)nn3c(-c4ccc(C)cc4)ccnc23)cc1	110	103	109	108	112	99	85	94
N#CC1C(=O)c2ccccc2C1c1ccccc1 (stereo not drawn)	103&108	99&128	104&110	97&97	107&85	124&95	106&109	94&92
CC(C)C1=CC[C@H]2C(=C1)CC[C@@H]1[C@]2(C)CCC[C@@]1(C)C(=O)O	107	93	97	106	99	115	98	98
COc1ccc(NCC(=O)Nc2ccc(-c3nc4ccccc4s3)cc2)cc1	104	.	98	95	97	102	109	103
O=C(CSc1nc2ccccc2[nH]1)Nc1ccc(Cl)cc1	86	46	95	98	96	107	96	61
O=C(c1ccccc1)N(C(=S)NCCc1ccc(Cl)cc1)c1ccc(Cl)cc1	65	91	81	41	28	.	44	42
CC(C)(C)COC(=S)S	110	97	107	101	111	100	103	106
CC(C)(Oc1ccc(C2CC2(Cl)Cl)cc1)C(=O)O (stereo not drawn)	121	106	117	102	126	114	117	106
CCn1cc(-c2[nH]c(=S)ncc2-c2ccc(Cl)cc2)c(-c2ccc(Br)cc2)n1	91	106	90	87	97	109	109	99
CSc1ccc(/C(=N/N=C(N)N)c2ccc(F)cc2)cc1	36	5.4*	44	12	27	-4.8*	39	16

A portion of the library; count on the stated rates, not on these rows.
